# N370S GC = N370S glucocerebrosidase modulation, Gaucher chaperone candidate. 330,000 compounds, 0.092% hits. AID 2101. Potency, µM (series often up to 59.4 µM), for the others: top-dose activity change, negative = inhibition, most hits filed as inhibitors. N370S GC spleen homogenate, 4MU-glucoside fluorescence;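 also: 0% = full enzyme activity and -100% = no enzyme basal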
# FEN1 inhibitor = human FEN1 inhibition; P39748; Recombinant FEN1 flap cleavage, fluorescence, 15 min; Potency, µM (series often up to 114 µM), inactives show top-dose activity change, negative = inhibition, most hits filed as inhibitors; 390,000 compounds, 0.35% hits; AID 588795; also: nearly all actives have a fitted effect of over 65% in size
# Target sequence (P39748 whole entry, looked up): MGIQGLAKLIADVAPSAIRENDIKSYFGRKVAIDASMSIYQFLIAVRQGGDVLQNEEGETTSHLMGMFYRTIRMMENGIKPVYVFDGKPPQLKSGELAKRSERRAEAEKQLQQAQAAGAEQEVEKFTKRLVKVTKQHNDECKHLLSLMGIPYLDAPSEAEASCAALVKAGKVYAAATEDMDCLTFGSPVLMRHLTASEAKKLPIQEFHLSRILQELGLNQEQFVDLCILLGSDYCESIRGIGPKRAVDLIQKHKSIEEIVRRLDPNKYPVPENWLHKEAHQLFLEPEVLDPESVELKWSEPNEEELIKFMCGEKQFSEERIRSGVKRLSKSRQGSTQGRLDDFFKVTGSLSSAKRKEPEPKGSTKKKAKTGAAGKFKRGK
#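 FEN1 at 10 nM preincubated with compounds 15 min at room temperature, then flap DNA substrate added at 50 nM final. Signal read at 0 and 15 min; concentration-response fitted with four-parameter Hill equation.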
# TDP1 inh = TDP1 (human) enzyme inhibition. Potency, µM (top dose mostly 130 µM), for inactives: top-dose activity change, negative = inhibition, usual class: inhibitors. Q9NUW8. 350,000 compounds, 0.28% hits. AID 485290. recombinant TDP1, AlphaScreen DNA substrate cleavage; also: nearly all actives have a fitted effect of over 40% in size
# Target sequence (Q9NUW8 whole entry, looked up): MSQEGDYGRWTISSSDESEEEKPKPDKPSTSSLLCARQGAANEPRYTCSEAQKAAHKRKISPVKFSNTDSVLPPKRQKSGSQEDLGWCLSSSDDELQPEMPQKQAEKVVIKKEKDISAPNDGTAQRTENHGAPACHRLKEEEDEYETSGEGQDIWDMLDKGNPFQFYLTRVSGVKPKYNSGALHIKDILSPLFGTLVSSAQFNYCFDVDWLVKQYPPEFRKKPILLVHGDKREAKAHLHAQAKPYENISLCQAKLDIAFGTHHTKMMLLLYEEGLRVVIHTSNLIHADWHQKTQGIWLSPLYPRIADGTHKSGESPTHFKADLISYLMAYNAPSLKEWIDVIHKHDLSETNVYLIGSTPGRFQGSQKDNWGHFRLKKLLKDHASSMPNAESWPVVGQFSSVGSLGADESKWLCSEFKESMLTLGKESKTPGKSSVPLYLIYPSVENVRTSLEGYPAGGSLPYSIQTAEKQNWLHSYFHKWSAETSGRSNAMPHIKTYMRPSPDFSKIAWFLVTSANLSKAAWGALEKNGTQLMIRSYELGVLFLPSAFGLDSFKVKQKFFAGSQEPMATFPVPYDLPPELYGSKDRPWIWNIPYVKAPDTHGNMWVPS
#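 Compounds were preincubated with Tdp1 (1 nM final) for 15 min at room temperature before substrate (15 nM final) started a 5 min reaction; beads (10 ug/ml final) were then added for 10 min before AlphaScreen detection.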
# The depositor's hits bear a star; ? = inconclusive; nt = no result given; [ ] = remark or other dose. Calls follow the shape of the dose curve; as a rule, active = well fitted curve in the direction sought with a large enough effect; inconclusive = small, poorly fitted or top-dose-only effect, or another doubt; inactive = no such curve, though single readings can be large; an effect the other way counts as inactive or inconclusive. Unless noted, % is scaled to controls: 0 for no effect and ±100 for the full control effect; potency is read from the fitted curve at half-maximal effect.
N370S GC	mol	FEN1 inhibitor	TDP1 inh
5%	CN1CCN(C(CNS(=O)(=O)c2ccc(Cl)cc2)c2cccnc2)CC1 (stereo not drawn)	1%	0%
5%	COc1ccc2cc(C(=O)NCC(=O)O)sc(=O)c2c1OC	-2%	4%
-2%	C=CCOc1ccc(/C(O)=C2/C(=O)C(=O)N(CCN3CCOCC3)C2c2ccc(C)cc2)cc1 (stereo not drawn)	8%	0%
-10%	COc1cccc2c(=O)n(CC(=O)NC3CCCCC3)ccc12	-1%	2%
-24%	COc1ccc(N2CCN(C(CNC(=O)c3cccc(Cl)c3)c3cccnc3)CC2)cc1 (stereo not drawn)	4%	5%
-11%	Cc1cnn(C(=O)Cn2nc(C(F)F)c(Br)c2C)c1	-1%	0%
-7%	COc1cccc(-c2nc(CCl)cs2)c1	2%	7%
nt	CCSc1nc(-c2ccc(OC)cc2)cc(-c2ccccc2)c1C#N	4%	?
-6%	Cc1ccc(S(=O)(=O)N(C)C)cc1NC(=O)COC(=O)/C=C/c1ccc2ccccc2n1	-4%	nt
nt	CCc1ccc(Nc2nnc(-c3cc4cc(OC)ccc4oc3=O)s2)cc1	21%	-6%
-21%	Cc1cc(N2CCN(C(=O)c3ccco3)CC2)nc(-c2ccccc2)n1	3%	2%
-4%	COc1ccc([C@@H]2CC(=O)c3c(O)cc(O[C@@H]4O[C@H](CO[C@@H]5O[C@@H](C)[C@H](O)[C@@H](O)[C@H]5O)[C@@H](O)[C@H](O)[C@H]4O)cc3O2)cc1	nt	8%
-1%	O=C(O)c1ccc2c(=O)n3c(nc2c1)/C(=C/c1ccccc1Br)CC3	-9%	5%[0.0935 µM]
-18%	CN(C)S(=O)(=O)N1CCN(C(=O)N2CCCCCC2)CC1	11%	2%
nt	CCc1cc2c(SCC(=O)Nc3ccc(NC(C)=O)cc3)ncnc2s1	8%	-3%
3%	NC(=O)CC(NC(=O)Cc1cccc2ccccc12)c1ccc(NCCOc2ccccc2)c([N+](=O)[O-])c1 (stereo not drawn)	-1%	2%
11%	O=C(O)/C=C/c1ccccc1Oc1ccc(Cl)cc1Cl	13%	6%
-6%	CC(=O)[C@H](CC(C)C)NC(=O)[C@@H](CC(C)C)NC(=O)[C@H](CC(C)C)NC(=O)OCc1ccccc1	nt	10%[56.1 µM]
12%	O=C(Nc1ccc(C(F)(F)F)cc1)C1(c2ccccc2)CC1	-4%	2%
4%	CCOC(=O)N1CCN(C(=O)c2ccc(NS(=O)(=O)c3ccc(F)cc3)cc2)CC1	-8%	1%

# Whole records, looked up by structure.
# `COc1cccc(-c2nc(CCl)cs2)c1` is listed with N370S GC = -7%; FEN1 inhibitor = 2%; TDP1 inh = 7%
# `CCOC(=O)N1CCN(C(=O)c2ccc(NS(=O)(=O)c3ccc(F)cc3)cc2)CC1` is listed with N370S GC = 4%; FEN1 inhibitor = -8%; TDP1 inh = 1%

# New compounds follow:
N370S GC	mol	FEN1 inhibitor	TDP1 inh
-1%	CC(=O)Nc1ccc(NC(=O)C2CCN(C(=O)c3cccs3)CC2)cc1	-8%	-5%
-13%	CCCCN(C(=O)Cn1nnc2ccccc21)C(C(=O)NCCOC)c1cccs1 (stereo not drawn)	0%	0%
nt	Cc1cc(NC(=O)c2ccc(Cl)cc2Cl)n(-c2ccccc2)n1	-10%	0%
4%	O=C(NCc1ccccn1)c1ccc(S(=O)(=O)Nc2ccccc2F)cc1	3%	8%
1%	NNC(=O)c1ccc(COCC(F)(F)C(F)F)cc1	2%	7%
nt	O=C(CC12CC3CC(CC(C3)C1)C2)NCc1ccncc1	-2%	-2%
1%	O=S(=O)(N/N=C\C=C\c1ccccc1)c1ccc(Br)cc1	-1%	3%
-3%	Cc1nnc(SCCn2c(N3CCC(Cc4ccccc4)CC3)nc3c2c(=O)[nH]c(=O)n3C)s1	-5%	nt
0%	COc1ccc(-c2noc(CN(C)C(=O)c3ccoc3C)n2)cc1OC	15%	9%
-28%	Cc1cccc2c1-c1sc(C(=O)Nc3ccccc3N3CCN(C)CC3)cc1CO2	-12%	3%
2%	CCN(C(=O)CSc1nnnn1-c1ccccc1)C1CCS(=O)(=O)C1 (stereo not drawn)	-1%	8%
13%	COc1ccc(-c2nc(C#N)c(NC(C)c3ccccc3)o2)cc1OC (stereo not drawn)	?	6%
-14%	O=C(N/N=C/c1ccc2c(c1)OCO2)c1cccs1	-19%	3%
-3%	CN(C(=O)c1cccc(Cl)c1)C1CCCN(Cc2ccccc2F)C1 (stereo not drawn)	1%	nt
-11%	Cc1ccc(Nc2nc3ccc(Cl)cc3n3cnnc23)cc1F	-3%	nt
6%	CCC(Sc1ncnc2c1c(-c1ccccc1)cn2-c1ccc(OC)cc1)C(=O)OC (stereo not drawn)	-11%	-1%
0%	CCCCC1=NN2CCS(=O)(=O)N=C2S1	-2%	5%
2%	CCCC(=O)NCCc1cc2c(C)ccc(C)c2[nH]c1=O	-3%	-5%
-1%	COc1ccc(N2CCN(C3CCCN(Cc4cccc(C(C)=O)c4)C3)CC2)cc1 (stereo not drawn)	-8%	nt
nt	O=C(COc1ccccc1F)NC1CC(=O)N(c2ccc3c(c2)OCCO3)C1 (stereo not drawn)	-13%	-3%
nt	Cc1cccc(N2CCN(C(=O)Cn3ncc4c3-c3ccccc3OC4)CC2)c1C	-11%	4%
-8%	COc1cccc(N(C(=O)c2cnccn2)C(C(=O)NC2CCCCC2)c2ccc(Cl)cc2)c1 (stereo not drawn)	-9%	1%
-9%	COC(=O)C(C(=O)OC)C(CC(=O)c1ccc(C)cc1)c1cc(OC)c(OC)c(OC)c1 (stereo not drawn)	-6%	nt
-6%	CCN(CC)Cc1c(O)ccc2occ(C(=O)c3ccccc3)c12	19%	3%
-6%	O=C(Nc1ccccc1F)c1ccc(CSc2ncccn2)cc1	1%	-5%
-5%	Cc1ccccc1CNC(=O)C(=O)NCCC1CCCCN1S(=O)(=O)c1ccccc1 (stereo not drawn)	1%	-2%
4%	Cc1onc(-c2ccccc2)c1C(=O)Nc1ccc(S(=O)(=O)NC(C)(C)C)cc1	7%	4%
7%	COCCN(C(=O)COC(=O)/C=C/c1ccccc1Cl)c1c(N)n(Cc2ccccc2)c(=O)[nH]c1=O	1%	-8%
0%	CCCCn1c(N)c(N(CCOC)C(=O)c2cccc(S(=O)(=O)N3CCCCCC3)c2)c(=O)[nH]c1=O	-4%	-5%
-2%	COc1ccc(C(=O)c2c(NC(C)=O)sc3c2CCN(C(=O)OC(C)(C)C)C3)cc1	13%	6%
22%	O=C(Oc1ccc2c(=O)c(Oc3ccc4ccccc4c3)coc2c1)c1ccco1	-10%	3%
nt	Cc1c(C2(O)CCCCC2)[nH]c2cc(C(F)(F)F)ccc12	-32%	1%
?	O=c1[nH]c2ccccc2nc1C(Nc1ccccc1)c1ccccc1 (stereo not drawn)	1%	5%
-3%	COc1ccc(NC(=O)CN2CCN(CC(=O)Nc3ccccc3Cl)CC2)cc1	-3%	5%
14%	CN(CCN1CCOCC1)Cc1nc(-c2ccc3c(c2)OCO3)no1	8%	0%
-16%	OCC[C@H]1C[C@@H](O)[C@H](O)[C@]2(CCCCO2)O1	-7%	2%
5%	COc1ccc(S(=O)(=O)N(Cc2ccco2)Cc2cc3ccccc3[nH]c2=O)cc1	9%	6%
-4%	COc1ccc(N2CCN(C(=O)CNC(=O)c3ccccc3Cl)CC2)cc1	13%	nt
-6%	Oc1c(Cl)cc(Cl)cc1C=Nc1cc(C(F)(F)F)ccc1N1CCc2ccccc2C1	-21%	7%
nt	CCOC(=O)C1=C(CS(=O)(=O)c2ccc(Br)cc2)NC(=O)NC1c1ccccc1 (stereo not drawn)	5%	6%
1%	COCCNC(=S)N/N=C(\C)c1ccc(C)c([N+](=O)[O-])c1	-11%	9%
-15%	O=C(Cn1ccc(C(F)(F)F)n1)NNC(=O)c1cccnc1	0%	2%
nt	COc1ccc(Cl)cc1NC(=O)c1cnc(SC)nc1-c1ccccc1	-17%	-6%
27%	Cc1csc(SCC(=O)c2cc(C)n(Cc3cccs3)c2C)n1	-3%	11%
-1%[12.8 µM]	COc1ccc(OC[C@@H](CO)OC)cc1	nt	2%[21 µM]
26%	CCN(CC)c1ccc2c(C)c(CN3CCOCC3)c(=O)oc2c1	-16%	-7%
2%	COc1ccccc1-c1nc(-c2ccc(C)nc2OC)no1	1%	5%
0%	O=C(c1ccc(Cl)cc1)N1CCN(CCOc2ccccc2)CC1	12%	nt
1%	Cc1cc([N+](=O)[O-])nn1CC(=O)NCc1nc2ccccc2[nH]1	3%	3%
8%	COc1cccc(NC(=O)c2ccccc2N2C(=O)C3C4C=CC(C4)C3C2=O)c1 (stereo not drawn)	4%	1%
4%	Cc1cc(NC(=O)CSc2nnc(-c3ccccc3)c(-c3ccccc3)n2)no1	7%	-8%
nt	COc1ccc(N(CC(=O)NCc2ccccc2Cl)S(=O)(=O)c2c(C)[nH]c(=O)[nH]c2=O)cc1	16%	2%
-6%	C[C@H]1CC[C@@]2(O[C@H](CCO)C[C@@H](O)[C@@H]2O)O1	14%	4%
7%	CCOC(=O)c1[nH]c2ccc(OC)cc2c1NC(=O)NC(C)C	1%	-2%
nt	CSc1ccc(Cn2nnc(C(=O)Nc3ccc(C)cc3Cl)c2N)cc1	-4%	6%
2%	CCC(=O)NCCc1nc2cc(NC(=O)c3ccc(OC)cc3)ccc2n1C	-3%	-1%
0%	CCC(C)NC(=O)c1ccccc1NC(=O)c1ccccc1N(C)S(C)(=O)=O (stereo not drawn)	3%	0%
-6%	O=c1[nH]c(CN2CCN(S(=O)(=O)c3ccc4c(c3)OCCO4)CC2)nc2sc3c(c12)CCCC3	-19%	5%
-9%	NNC(=O)CCn1c2ccccc2c2ccccc21	-16%	0%
-5%	CC(C)(C)CN1CCN(Cc2cc3ccccc3[nH]2)CC1CCO (stereo not drawn)	-5%	nt

# Continued:
N370S GC	mol	FEN1 inhibitor	TDP1 inh
21%	Cc1ccc(CCNC(=O)CN2CCN(Cc3ccccc3F)C2=O)cc1	-4%	-1%
nt	COc1ccc(S(=O)(=O)N2CCCCCC2)cc1NC(=O)Cc1ccc(OC)c(OC)c1	-1%	2%
2%	Cc1ccc2c(COC(=O)c3ccccc3Br)cc(=O)oc2c1	3%	-7%
-4%	FC(F)(F)c1cccc(-n2cc(-c3ccccc3)[nH]c2=S)c1	11%	nt
17%	Cc1ccc(/C=N/n2c(COc3ccccc3)n[nH]c2=S)o1	-9%	0%
15%	S=C(NN=C1CCN(Cc2ccccc2)CC1)NC1CCCCC1	-4%	10%
3%	O=[N+]([O-])c1cccc(CSc2nnc(Cc3ccccc3)n2-c2ccc(F)cc2)c1	5%	0%
nt	Cc1ccc(-c2cn3nc(N4CCC(C(=O)Nc5ccccc5C)CC4)sc3n2)cc1	6%	-1%
6%	Cc1ccc(NS(=O)(=O)c2cc(C(=O)NCCSc3ccc(C)cc3)ccc2C)cc1	-10%	7%
3%	Cc1cc(-n2ccc(=O)[nH]c2=O)nc(-c2ccccc2)n1	6%	3%
1%	CC(C)CN(C(=O)c1nn(C)c(=O)c2ccccc12)c1nc2ccccc2s1	2%	3%
nt	O=C(Cc1ccc(Br)cc1)OCC(=O)c1ccc[nH]1	-1%	0%
-6%	O=C(CCCc1nc(-c2ccccc2Cl)no1)NCc1cccnc1	-3%	4%
-3%	COc1cccc(C2/C(=C(/O)c3ccncc3)C(=O)C(=O)N2CCCN(C)C)c1 (stereo not drawn)	nt	-5%
24%[12.8 µM]	COC(=O)C1=C(C)N(Cc2ccccc2)C(=O)N[C@H]1CCc1ccccc1	-6%	7%[12.3 µM]
nt	O=C(COC(=O)c1ccc(S(=O)(=O)N2CCCCCC2)cc1)NCc1ccc(Cl)cc1	19%	-1%
nt	COc1ccc(C(CNC(=O)c2c(C)nn(Cc3ccccc3)c2Cl)N2CCOCC2)cc1 (stereo not drawn)	12%	1%
8%	CCCCOc1ccc(CN2CCC(O)CC2)cc1	-12%	-4%
-14%	O=c1c(Cc2ccc(F)cc2)c(O)ccn1CCCN1CCOCC1	33%[activator]	3%
-11%	Cc1ccc(NC(=O)N(CCC(=O)O)Cc2ccccc2)cc1	4%	3%

# Given with bars between the fields: part of the list above.
compound | N370S GC | FEN1 inhibitor | TDP1 inh
Cc1ccc(/C=N/n2c(COc3ccccc3)n[nH]c2=S)o1 | 17% | -9% | 0%
S=C(NN=C1CCN(Cc2ccccc2)CC1)NC1CCCCC1 | 15% | -4% | 10%

# In a second layout: results already given.
N370S GC,FEN1 inhibitor,TDP1 inh,SMILES
24%[12.8 µM],-6%,7%[12.3 µM],COC(=O)C1=C(C)N(Cc2ccccc2)C(=O)N[C@H]1CCc1ccccc1
nt,-1%,0%,O=C(Cc1ccc(Br)cc1)OCC(=O)c1ccc[nH]1
-11%,4%,3%,Cc1ccc(NC(=O)N(CCC(=O)O)Cc2ccccc2)cc1
-4%,11%,nt,FC(F)(F)c1cccc(-n2cc(-c3ccccc3)[nH]c2=S)c1
1%,2%,3%,CC(C)CN(C(=O)c1nn(C)c(=O)c2ccccc12)c1nc2ccccc2s1
21%,-4%,-1%,Cc1ccc(CCNC(=O)CN2CCN(Cc3ccccc3F)C2=O)cc1

# From PubChem
